High-throughput results deposited in PubChem BioAssay by National Center for Advancing Translational Sciences (NCATS).
USP2a inh: inhibitors of human ubiquitin-specific protease USP2a; 0.1% of 60,000 active; AID 927; Potency, µM (series often up to 38.3 µM), for the others: at the top dose activity change, negative = inhibition, usual class: inhibitors; USP2a enzymatic assay, qHTS inhibition; O75604;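 note: potency is the fitted concentration of half-maximal effect; nearly all actives have a fitted effect of over 60% in size; plate controls were DMSO for no effect and NEM full inhibition control for full effect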
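Coupled readout: USP2-cleaved Ub-PLA2 (20nM final) turns over NBD C6-HPC (20uM final), Ex 460nm/Em 535nm after 2.5 h, time-zero read flagging artifacts. Enzyme (20nM final, pH 8.0 Tris) given 30 min RT with compound first; NEM defines full inhibition.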
A350 autofl: compound fluoresces in the Alexa 350 spectral region. max dye-equivalent concentration, M. Compound autofluorescence, 340/450 nm, Alexa 350 dye-equivalents; stronger effect = higher value. 11% of 59,000 active; in the data active = max dye-equivalent concentration above about 10 nM; inconclusive = mostly about 1.1 nM to 9.6 nM
BRCT PPI green: BRCA1 BRCT-phosphoprotein interaction inhibition | Potency, µM (series often up to 76.9 µM), without a hit: at the top dose activity change, negative = inhibition, hits mostly inhibitors | P38398 | AID 875 | BRCA1 BRCT-phosphopeptide binding, green fluorescence polarization | 0.05% of 75,000 active;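 note: potency is the fitted concentration of half-maximal effect; plate controls were peptide without protein for full effect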
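Fluorescence polarization: His-tagged BRCT (~35 kDa BRCA1 C-terminus, 250 nM) bound to 100 nM fluorescein-labeled phosphorylated 10-aa BACH1 peptide, pH 7.3 phosphate buffer with DTT and Tween 20. Compounds incubated 12 min at room temperature; inhibition read as lowered polarization.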
HEK293 cAMP cs: raises cAMP in parental HEK293 cells, TSHR agonist counter-screen; parental HEK293 CNG cAMP sensor, membrane potential fluorescence; Potency, µM (highest dose often 57.1 µM), for the others: at the highest dose activation, actives largely listed as activators; 2.5% of 73,000 active; AID 938; note: potency is the fitted concentration of half-maximal effect; % of control where 0% means no effect; nearly all actives have a fitted effect of over 55% in size
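Counterscreen for endogenous-receptor signalling: CNG-channel HEK 293 cells report cAMP rise by membrane depolarization. After 60 min dye equilibration with 100 uM RO 20-1724, compounds incubated 30 min before bottom-read fluorescence at 590 nm.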
BRCT PPI red: BRCT-phosphoprotein interaction inhibition (red fluorophore); P38398; BRCT-phosphopeptide binding, red fluorescence polarization; Potency, µM (highest dose often 76.9 µM), inactives show at the highest dose activity change, negative = inhibition, most hits filed as inhibitors; AID 892; 0.03% of 75,000 active; note: % is set by controls: 0 for no effect and ±100 for the full control effect
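Rhodamine-labelled pBACH1 10-mer (100 nM) bound to BRCT domain (100 nM) at pH 7.3; compounds incubated 12 min room temperature, polarization read. Free peptide defines full inhibition; unlabelled decapeptide titrated as control.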
Caspase-7 inhib: blocks human caspase-7 allosterically or competitively; recombinant caspase-7, Ac-DEVD-AFC fluorescence rate; Potency, µM (series often up to 57.5 µM), for inactives: at the top dose activity change, negative = inhibition, usual class: inhibitors; AID 889; 0.02% of 75,000 active; P55210; active = well fitted inhibition curve with a large enough effect in the main read-out, with a control signal flat, not every such curve was filed as active; inconclusive = small, poorly fitted or top-dose-only effect, or a change in a side signal; note: potency is the fitted concentration of half-maximal effect; % of control where 0% means no effect
Texas Red fluor: compound fluoresces in the Texas Red spectral region; Compound fluorescence, Texas Red channel, 547/618 nm; stronger effect = higher value; max dye-equivalent concentration, M; 0.06% of 59,000 active; AID 587; in the data active = max dye-equivalent concentration above about 10 nM; inconclusive = between about 1.1 nM and that limit
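Spectral interference profiling: each compound concentration's relative fluorescence, read with a 547 nm excitation and 618 nm emission filter pair, was normalized to a per-plate Texas Red standard curve.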
Fluorescein fluor: compound autofluorescence in fluorescein spectral region. Compound autofluorescence, 480/540 nm, fluorescein-equivalent; stronger effect = higher value. max fluorescein-equivalent concentration, M. 0.91% of 59,000 active. AID 593; in the data active = max fluorescein-equivalent concentration above about 10 nM; inconclusive = between about 1.1 nM and that limit
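Compounds were pin-transferred into 100 mM Tris buffer, pH 8.0, and incubated 15 min at room temperature. Fluorescence was read at 480 nm excitation/540 nm emission. Signals were normalized to an on-plate six-point fluorescein standard curve as dye-equivalent concentration.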
4MU fluor: 4-MU region autofluorescence. compound autofluorescence, 340/450 nm, 4-MU equivalents; stronger effect = higher value. max dye-equivalent concentration, M. 11% of 59,000 active; in the data active = max dye-equivalent concentration above about 10 nM; inconclusive = mostly about 1.1 nM to 9.6 nM
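Intrinsic fluorescence at 340/450 nm (ex/em) was read after 15 min at room temperature in pH 8.0, 100 mM Tris. Each compound concentration expressed as 4-MU-equivalent concentration from a six-point 4-MU standard series on each plate.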
Rhodamine autofl: compound fluoresces in the rhodamine spectral region; Rhodamine-region fluorescence, 547/598 nm, Tris buffer; stronger effect = higher value; max dye-equivalent concentration, M; 0.05% of 59,000 active; AID 594; in the data active = max dye-equivalent concentration above about 11 nM; inconclusive = between about 1.1 nM and that limit
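Compound fluorescence in 100 mM Tris, pH 8.0, read after 15 min at room temperature with 547 nm excitation and 598 nm emission. Output is dye-equivalent concentration from an on-plate rhodamine standard series.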
Casp1 inh: caspase-1 (human) inhibition, allosteric or competitive; Caspase-1 enzyme, Ac-WEHD-AFC fluorogenic rate; 0.03% of 75,000 active; Potency, µM (highest dose often 57.5 µM), for the others: at the top dose activity change, negative = inhibition, most hits filed as inhibitors; AID 900; P29466;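 note: potency is the fitted concentration of half-maximal effect; plate controls were vehicle for no effect and no substrate for full effect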
Numbers without * were called inactive; i = inactive; ? = inconclusive; . = not tested or not shown; [ ] = remark or other dose. Unless noted, calls come from the whole dose curve; as a rule, active = well fitted curve in the direction sought with a large enough effect; inconclusive = small, poorly fitted or top-dose-only effect, or another doubt; inactive = no such curve, though single readings can be large; an effect the other way counts as inactive or inconclusive. Some of the compounds tested. The share of hits here may be higher or lower than overall.

Below each compound – USP2a inh | A350 autofl | BRCT PPI green | HEK293 cAMP cs | BRCT PPI red | Caspase-7 inhib | Texas Red fluor | Fluorescein fluor | 4MU fluor | Rhodamine autofl | Casp1 inh
CC#CC(C)C(OCOC)C(CC(C)Cc1cc(Br)cc(OCc2ccccc2)c1OC)OC (stereo unspecified)
  . | . | -1.9%[15.4 µM] | 18%[11.4 µM] | 0.8%[15.4 µM] | 1%[11.5 µM] | . | . | . | . | 0%[11.5 µM]
Cc1onc(-c2ccccc2Cl)c1C(=O)NCCn1ccc2ccccc21
  1% | i | 0.9% | 8% | 0.8% | -2% | i | ? | i | i | -2%
O=C(Nc1nc2ccc(S(=O)(=O)N3CCCC3)cc2s1)C1CCCO1 (stereo unspecified)
  17% | i | -1.4% | -1% | -0.6% | -1% | i | i | i | i | -2%
Cc1ccc(S(=O)(=O)N2CCCN(S(=O)(=O)c3ccc(C)cc3)CC2)cc1
  5% | i | -1.8% | 15% | 0.3% | 0% | i | i | i | i | 0%
COc1ccc(NC(=O)CSc2nc3c(c(=O)n2-c2ccccc2OC)SCC3)cc1
  . | . | 1.7% | 4% | 0.0% | -8% | . | . | . | . | -7%
COC(=O)CN(C#N)c1nc(OC)nc(N(C)C)n1
  -2% | i | 0.6% | -7% | 0.5% | 0% | i | i | i | i | 2%
N#Cc1nc(-c2cccs2)oc1NCCN1CCOCC1
  . | 2.8e-07M* | . | . | . | . | i | i | 2.6e-07M* | i | .
Fc1ccc(Cc2nnc(-c3cccs3)o2)cc1
  . | . | -1.1% | 0% | 2.3% | 0% | . | . | . | . | -3%
O=C(O)CCCC(=O)N1CCc2cc(S(=O)(=O)N3CCc4ccccc43)ccc21
  . | . | 1.9% | -3% | 0.5% | -1% | . | . | . | . | -2%
Clc1ccc(OCc2nn3c(-c4ccco4)nnc3s2)c(Cl)c1
  9% | 9.2e-08M* | -1.6% | 32µM* | 0.4% | -3% | i | i | 8.3e-08M* | i | -2%
CC(=O)c1cccc(NC(=O)c2cc3nc(C)cc(C)n3n2)c1
  13% | ? | -0.7% | ? | -3.4% | -1% | i | i | i | i | 0%
CCCc1cc(C(=O)Nc2ccccc2C(=O)OC)no1
  . | . | -3.7% | 17% | -1.8% | 0% | . | . | . | . | 0%
COc1cc2cc(CN(CCCO)S(=O)(=O)c3ccccc3Cl)c(=O)[nH]c2cc1OC
  . | 2.3e-07M* | -0.9% | -5% | -0.6% | -4% | i | ? | 2.2e-07M* | i | -7%
CS(=O)(=O)N1CCN(C(=O)c2ccc(-c3ccccc3)cc2)CC1
  7% | . | 0.1% | 4% | 0.2% | 1% | . | . | . | . | 0%
COc1ccc(-c2cc(C(F)(F)F)n3ncc(C(=O)NCC4CCCO4)c3n2)cc1OC (stereo unspecified)
  . | . | 0.4% | 13% | 0.6% | -10% | . | . | . | . | -5%
CCNCCNC(=O)c1c(O)c2cccc3c2n(c1=O)CCC3
  ? | ? | 0.6% | ? | -1.5% | 0% | i | i | ? | i | -1%
CC1=C(C(=O)OCCOC(C)C)C(c2cc3c(cc2Br)OCO3)C2=C(CCCC2=O)N1 (stereo unspecified)
  196%[activator] | 1.2e-07M* | -1.3% | -3% | -0.8% | -23% | i | i | 1.3e-07M* | i | ?
CC(C)CCn1c(N)c(S(=O)(=O)c2cccs2)c2nc3ccccc3nc21
  30% | 4.7e-07M* | 1.1% | 13% | -0.9% | -27% | ? | i | 3.9e-07M* | i | ?
O=C(CCc1ccccc1)Nc1cccc(-c2nnc(-c3ccco3)o2)c1
  11% | i | -1.3% | 16% | -1.0% | -1% | i | i | i | i | -2%
CC(C)CNS(=O)(=O)c1ccc(CCC(=O)NCc2ccco2)cc1
  14% | i | -1.6% | 6% | -0.9% | -1% | i | i | i | i | 0%
Cn1c(=O)cc(OCC(=O)N2CCN(c3cccc(C(F)(F)F)c3)CC2)c2ccccc21
  26% | i | -0.8% | 17% | -1.4% | 1% | i | i | i | i | -1%
COCCNC(=O)CN(c1ccc(OC)c(OC)c1)S(=O)(=O)c1ccc(C)cc1
  . | . | 0.4% | -2% | 0.5% | -2% | . | . | . | . | -3%
COCCNC(=O)C1CC(=O)N(CCc2ccccc2)C1 (stereo unspecified)
  -6% | i | -2.1% | -2% | 0.4% | -7% | i | i | i | i | 1%
O=C1CC(C(=O)Nc2ccc(O)c(C(=O)O)c2)C(c2ccccc2)O1 (stereo unspecified)
  -1% | ? | -1.2% | 2% | -2.4% | 0% | i | i | ? | i | -2%
CC(=O)c1cc(-c2ccccc2)n(CC(=O)N2CCC(N3CCCCC3)CC2)c1C
  9% | i | 1.4% | ? | 0.9% | 0% | ? | i | i | i | -2%
CCCCOc1ccc(NC2=NC3(CCCCC3)N=C(N)N2)cc1
  7% | i | -0.3% | -3% | -0.9% | 1% | ? | i | i | i | 2%
O=C(NC(=O)c1ccccc1)NC1(C(F)(F)F)OCCO1
  3% | i | -2.0% | -8% | 0.8% | 2% | i | ? | i | i | -2%
O=C(N/N=C1/C[C@@H](O)[C@@H](O)[C@@H]2[C@@H]3C(=O)N(Cc4ccc5c(c4)OCO5)C(=O)[C@H]3CC[C@H]12)OCc1ccccc1
  . | . | -0.6%[15.4 µM] | -1%[11.4 µM] | 1.4%[15.4 µM] | -1%[11.5 µM] | . | . | . | . | -1%[11.5 µM]
CCN(CC)S(=O)(=O)c1cc(C(=O)Nc2ccccn2)ccc1C
  2% | i | -1.2% | ? | -1.8% | -3% | i | i | i | i | -3%
O=C(NCCc1ccc2c(c1)OCO2)C1CCN(S(=O)(=O)c2ccc(Cl)cc2)CC1
  0% | i | -0.5% | 13µM* | 1.3% | 4% | ? | ? | i | i | 0%
Cc1nc(N2CCN(S(=O)(=O)c3ccc(F)cc3)CC2)c2c(C)c(C)sc2n1
  2% | ? | -0.7% | 19% | -1.1% | 0% | i | i | ? | i | 0%
COc1ccc2c(=O)c(-c3nc(C)cs3)coc2c1
  . | i | . | . | . | . | i | i | i | i | .
COc1ccc(S(=O)(=O)Nc2ccc3c(c2)OCCO3)cc1Cl
  3% | i | -1.8% | 2% | 0.7% | -1% | ? | i | i | i | -2%
CN1CCN(c2nc(-c3ccccc3C(F)(F)F)nc3ccccc23)CC1
  20% | i | 0.1% | 18% | 1.5% | -6% | i | i | i | i | -3%
COc1cccc(NC(=O)CSc2nnc(-c3cc(-c4ccccn4)nc4ccccc34)o2)c1
  24% | i | 4.9% | -3% | -0.7% | 0%[0.00368 µM] | ? | i | i | i | -4%
Cc1onc(-c2c(F)cccc2Cl)c1C(=O)OCC(=O)Nc1c(C)n(C)n(-c2ccccc2)c1=O
  -5% | i | -1.0% | 1% | 1.4% | -1% | i | i | i | i | 3%
CCC(=O)Nc1cccc(Br)c1
  0% | . | -0.7% | -1% | -1.3% | 3% | . | . | . | . | 0%
CCn1c2ccccc2c2cc(Nc3cc(C)nc4ncnn34)ccc21
  . | . | 1.4% | 13% | -0.7% | -12% | . | . | . | . | -4%
COC(=O)c1ccc(C(NC(=O)OCc2ccccc2)/C(=C/[C@@H](C)C(=O)NCC2CC2)c2cccnc2)cc1 (stereo partly specified)
  . | . | -2.8% | 15% | 0.4% | -1% | . | . | . | . | 0%
CC1CN(C(c2cccs2)c2sc3ncnn3c2O)CC(C)O1 (stereo unspecified)
  . | . | 1.9% | ? | 0.9% | 1% | . | . | . | . | -3%
O=C(O)c1c(-c2c3ccc(=O)cc-3oc3cc(O)ccc23)cc2ccccc2c1-c1ccccc1
  . | i | -0.7%[15.4 µM] | -6%[11.4 µM] | -0.2%[15.4 µM] | 0%[11.5 µM] | i | i | i | i | 2%[11.5 µM]
COC(=O)C1=C(C)N(CCC2=CCCCC2)C(=O)C1
  5% | i | -1.7% | 14% | -0.7% | -1% | ? | i | i | i | -1%
COc1ccc(NC(=O)N2CCCC3(CCN(S(=O)(=O)c4ccccc4)CC3)C2)cc1
  107%[activator] | i | -4.5% | 2% | 0.5% | -6% | i | i | i | i | -5%
COc1cccc([C@@H]2Oc3ccc(OC)cc3C(=O)[C@H]2O)c1
  . | . | -0.7%[15.4 µM] | 1%[11.4 µM] | -0.3%[15.4 µM] | 1%[11.5 µM] | . | . | . | . | 2%[11.5 µM]
O=C(COc1ccc2oc(-c3ccccc3)cc(=O)c2c1)NCc1ccco1
  4% | ? | -1.4% | 20% | 4.4% | -3% | i | ? | ? | i | -1%
CC(C)Oc1ccc(NC(N)=O)cc1
  6% | i | 1.1% | 16% | -0.7% | -1% | ? | i | i | i | 0%

Complete entries from above:
`O=C(Nc1nc2ccc(S(=O)(=O)N3CCCC3)cc2s1)C1CCCO1` (stereo unspecified) as listed: USP2a inh: 17%; A350 autofl: i; BRCT PPI green: -1.4%; HEK293 cAMP cs: -1%; BRCT PPI red: -0.6%; Caspase-7 inhib: -1%; Texas Red fluor: i; Fluorescein fluor: i; 4MU fluor: i; Rhodamine autofl: i; Casp1 inh: -2%
`CC(=O)c1cccc(NC(=O)c2cc3nc(C)cc(C)n3n2)c1` as listed: USP2a inh: 13%; A350 autofl: ?; BRCT PPI green: -0.7%; HEK293 cAMP cs: ?; BRCT PPI red: -3.4%; Caspase-7 inhib: -1%; Texas Red fluor: i; Fluorescein fluor: i; 4MU fluor: i; Rhodamine autofl: i; Casp1 inh: 0%
